Assay outcomes (PubChem)
hcDAF-12 act: activates DAF-12 receptor from parasite H. contortus. HEK293 hcDAF-12 lit1-tk-luc reporter, luminescence; 0% DMSO, 100% Δ7-dafachronic acid. activation, % at 6.8 µM. actives 1.4% (n = 370,000). AID 652067;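 active means activation above the mean of all tested compounds plus 3 SD, cut at about 5.5% in these data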;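 further: 100% = response to 3 µM Δ7-dafachronic acid high control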
GAA850 FXN act: frataxin GAA850 promoter activation; actives 0.56% (n = 360,000); HEK293 lucGAA850 FXN promoter luciferase reporter, 24 h; percent of 10 µM SAHA response; activation, % at 6 µM;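 active means activation above the average of all compounds screened plus 3 SD, cutoff fixed separately per campaign, cut at about 7.5% in these data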;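 further: 0% = DMSO wells and 100% = 10 µM SAHA wells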
ADAM10 inh: ADAM10 inhibition, QFRET primary screen | O14672 | recombinant ADAM10, EDANS/DABCYL FRET peptide cleavage, 3 h | inhibition, % at 7 µM | AID 720582 | actives 0.62% (n = 370,000);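 active means inhibition above a per-campaign cutoff equal to the mean of compounds falling between control-based bounds plus 3 SD, cut at about 20% in these data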;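 further: 0% = DMSO wells while the 100% control is not disclosed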
Target sequence (O14672 214-748 limits assumed): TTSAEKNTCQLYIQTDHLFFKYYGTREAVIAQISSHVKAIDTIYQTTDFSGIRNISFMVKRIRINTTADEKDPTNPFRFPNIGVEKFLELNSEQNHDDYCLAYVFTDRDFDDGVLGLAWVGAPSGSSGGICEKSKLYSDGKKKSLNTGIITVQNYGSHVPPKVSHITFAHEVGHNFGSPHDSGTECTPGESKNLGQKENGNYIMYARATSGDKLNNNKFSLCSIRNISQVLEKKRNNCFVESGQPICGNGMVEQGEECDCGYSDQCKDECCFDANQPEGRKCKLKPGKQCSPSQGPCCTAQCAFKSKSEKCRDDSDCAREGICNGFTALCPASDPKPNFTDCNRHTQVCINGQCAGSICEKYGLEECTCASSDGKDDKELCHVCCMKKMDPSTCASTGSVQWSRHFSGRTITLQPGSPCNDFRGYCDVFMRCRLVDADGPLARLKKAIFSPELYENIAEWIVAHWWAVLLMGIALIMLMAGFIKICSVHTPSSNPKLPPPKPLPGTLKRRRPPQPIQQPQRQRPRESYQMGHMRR
SMARCA2 act: SMARCA2 function activation, primary screen; MG213 cells, MMTV-luciferase reporter, dexamethasone, overnight; activation, % at 9.1 µM; actives 1% (n = 370,000); in the data active means activation above about 7.8%;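 further: 0% = vehicle wells and 100% = reference activator wells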
ssDAF12 agonist: activates DAF-12 receptor from parasite S. stercoralis | HEK293 ssDAF-12/GRIP1 lit1-tk-luc reporter, luminescence; % of 3 µM dafachronic acid response | activation, % at 6.8 µM | actives 1% (n = 370,000) | AID 652126;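 active means activation above the mean over all tested compounds plus 3 SD, cut at about 0.9% in these data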;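 further: 0% = DMSO-only wells and 100% = 3 µM delta7-dafachronic acid wells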
DAX1 inh-1: NR0B1 (DAX1) inhibition | P51843 | HEK293 Gal4-DAX1 luciferase reporter, luminescence | AID 504766 | actives 0.99% (n = 340,000) | inhibition, % at 6.75 µM;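 active means inhibition above the mean over all tested compounds plus 3 SD, cut at about 4.2% in these data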;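 further: 0% = DAX1-transfected cells with DMSO and 100% = empty-vector control cells with DMSO; inhibition shows as a rise in luminescence from relieved DAX1 repression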
Target sequence (P51843 207-470 limits assumed): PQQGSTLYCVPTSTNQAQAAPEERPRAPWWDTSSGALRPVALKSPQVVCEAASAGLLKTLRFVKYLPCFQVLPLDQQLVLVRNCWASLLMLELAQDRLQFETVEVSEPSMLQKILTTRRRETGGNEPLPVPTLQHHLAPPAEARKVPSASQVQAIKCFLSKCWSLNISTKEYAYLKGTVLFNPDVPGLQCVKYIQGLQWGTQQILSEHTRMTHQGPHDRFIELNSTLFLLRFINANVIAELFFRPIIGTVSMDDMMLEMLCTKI
PG9 binder: small molecules binding HIV-1 gp120 antibody PG9. TR-FRET gp120-PG9 antibody binding. inhibition, % at 6.7 µM. actives 0.43% (n = 360,000); in the data active means inhibition above about 8.5%
hgDAF12 agonist: agonists of H. glycines DAF-12 nuclear receptor | HEK293 GAL4-hgDAF12 UAS-luciferase reporter, agonist luminescence; normalized to butyrate control | activation, % at 6.8 µM | actives 1.8% (n = 370,000);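 active means activation above a cutoff set at the mean of all screened compounds plus 3 SD, cut at about 10% in these data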;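 further: 0% = DMSO wells and 100% = sodium butyrate wells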
DAX1 inh-2: blocks DAX1 repression of SF-1 activated StAR promoter. AID 652010. HEK293T StAR-luciferase reporter, SF-1/DAX-1 repression relief. inhibition, % at 6.8 µM. actives 1.1% (n = 370,000);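 active means inhibition above the mean over all tested compounds plus 3 SD, cut at about 3.6% in these data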;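 further: 0% = DAX-1 cells with DMSO and 100% = cells lacking DAX-1 with DMSO; higher inhibition means more luminescence from relief of DAX-1 repression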
GC-A act: GC-A (human) enzyme activation. HEK293 GC-A cells, cGMP TR-FRET, EC30 ANP; 0% at EC30 ANP, 100% saturating ANP. activation, % at 10 µM. actives 0.14% (n = 370,000). AID 1671463; in the data active means activation above about 40%
ADAM17 inh: inhibitors of human ADAM17; recombinant ADAM17, EDANS/DABCYL FRET peptide cleavage; inhibition, % at 6.95 µM; actives 0.83% (n = 370,000); AID 720648;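 active means inhibition above the mean of compounds lying between control limits plus 3 SD, set per campaign, cut at about 8.5% in these data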;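 further: 0% = DMSO-only wells as the low control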
The depositor's hits bear a star; nt = not tested or not shown.

SMILES	hcDAF-12 act	GAA850 FXN act	ADAM10 inh	SMARCA2 act	ssDAF12 agonist	DAX1 inh-1	PG9 binder	hgDAF12 agonist	DAX1 inh-2	GC-A act	ADAM17 inh
CC(/C=N/n1c(-c2n[nH]c3c2CCC3)n[nH]c1=S)=C\c1ccco1	-1.2	2.1	-2.6	-1.6	-0.6	-0.8	0.5	-2.4	-0.5	0.6	-3.4
O=C(CN1C(=O)c2cccc3cccc1c23)NC1CCCC1	-2.1	0.1	-72.6	-0.6	-1.1	1.5	-0.9	1.6	0.3	2.8	-21.1
COc1ccccc1-n1cnnc1SC(C)C(=O)Nc1ccc(NC(C)=O)cc1 (configuration not stated)	-0.8	-0.3	0.5	2.8	-0.8	-2.0	-1.3	2.0	-0.4	0.3	-1.4
O=C(COC(=O)C1CC2CCCC(C1)C2=O)NNC(=O)c1ccc([N+](=O)[O-])cc1 (configuration not stated)	-0.2	-2.6	4.0	-0.7	-1.2	1.4	0.5	-0.1	1.0	2.0	-1.2
COCC(=O)n1cc(C(=O)OC)c2ccccc21	1.9	-0.4	-10.4	-0.4	-0.7	1.2	2.5	-1.6	0.0	3.8	-2.4
N#CCCN1CCCc2cc(N=Nc3ccc(C(F)(F)F)cc3)ccc21	2.0	4.7	4.4	0.8	-1.1	nt	-1.0	4.2	0.3	15.9	0.5
O=S(=O)(c1ccc(NC(=S)NCc2ccncc2)cc1)N1CCCCC1	0.1	-0.3	0.0	-8.2	-0.3	0.1	-0.6	-1.0	-0.2	2.2	-3.4
O=C(Nc1cccc(S(=O)(=O)NC2=NCCCCC2)c1)c1cccnc1Cl	-0.5	0.4	1.9	-1.4	-1.2	0.8	-0.5	0.5	-0.7	5.0	-5.8
Cc1ccc(C)c(N2CCN(S(=O)(=O)c3c(C)noc3/C=C/N(C)C)CC2)c1	-0.9	1.2	8.3	1.2	-1.8	-0.7	-3.2	-1.3	-0.1	-6.5	-1.0
COc1cccc(CNc2nc3cc(-c4ccc(C(=O)N5CCN(C)CC5)cc4)sc3c(=O)n2C)c1	-2.6	-0.3	-127.9	-2.4	-1.8	nt	-2.6	-5.9	-3.9	3.1	-29.1
CN(C(=O)c1ccc(NC(=O)Cc2ccc(NC(=O)C3CCN(C(=O)C4CCC4)CC3)cc2)cc1)C1CCCC1	-0.1	-0.7	4.4	-6.2	-0.6	0.0	-1.0	-3.2	1.0	3.0	6.4
COc1ccc(/C=C2\CCc3ccccc3C2=O)cc1Cn1nc(C)cc1C	-3.6	1.3	-4.2	-2.0	-1.7	-1.2	2.2	-4.1	-1.6	-5.5	2.4
Cc1ccc(S(=O)(=O)/N=C2\C=C(NS(=O)(=O)c3ccc(C)cc3)C(=O)c3ccccc32)cc1	1.9	1.4	2.4	-0.5	-0.8	-1.1	-2.7	-0.4	-0.7	-6.4	1.0
Cc1ccc(CNC(=O)c2ccc(NC(=O)C3=CSCCO3)cc2)cc1	-1.4	0.6	-10.2	1.0	-1.2	1.1	-3.8	-2.4	-0.4	-2.2	0.5
COc1ccc(CCN(C)S(=O)(=O)c2ccc(Cl)nc2)cc1OC	-1.0	3.1	-1.2	-1.0	-1.9	-0.5	-0.9	-3.6	-0.6	-1.1	-2.5
CC[C@@]1(C(=O)OC)N[C@H](CN(C)S(=O)(=O)c2ccccc2)[C@@H]2C(=O)N(Cc3ccccc3)C(=O)[C@@H]21	-0.6	3.2	-10.5	-2.1	-0.5	-0.2	-0.1	-0.8	-1.6	0.4	1.0
CC1(C(=O)NS(=O)(=O)C2CC2)CCN(C(=O)c2cc(F)cc(F)c2)C1 (configuration not stated)	-0.8	0.8	-11.2	-0.3	-1.4	nt	2.6	-0.7	1.2	5.1	-3.6
CCc1cc(=O)oc2cc(C)cc(OCC(=O)NC3CCN(Cc4ccccc4)CC3)c12	-2.5	-0.5	-224.6	-0.8	-1.1	0.0	-1.8	-2.1	1.7	-28.9	-76.1
COc1cc2[nH]c(=S)n(C3CCCC3)c(=O)c2cc1OC	-1.8	0.7	11.5	-1.6	-1.5	-0.2	0.0	-0.7	-0.7	-5.2	3.7
CCCC(=O)NCn1nnc(-c2ccc(Cl)cc2)n1	-0.1	-1.4	-2.8	0.9	-1.3	0.7	1.8	-1.4	-0.3	3.5	-0.6
NC(=O)C1CCCN(C(=O)CCCNC(=O)c2ccc(Cl)cc2)C1 (configuration not stated)	2.4	1.0	-0.9	-3.2	-1.1	-0.4	-1.0	0.0	0.8	4.0	0.4
Cc1ccc(SCC(=O)NN=C2CCN(C)CC2)cc1	-1.1	2.5	0.3	-1.7	-1.6	-0.5	-0.2	1.8	0.0	4.1	-1.4
CCCn1c(SCC(=O)N2CCc3ccccc32)n[nH]c1=O	-0.5	0.8	1.9	-4.3	-0.4	-0.5	-4.6	-0.2	0.1	-0.6	2.2
O=C(Nc1nccs1)c1ccc[nH]c1=O	-1.0	3.4	7.4	7.7	-0.4	1.5	0.2	2.4	0.5	1.1	-0.3
Cc1ccccc1S(=O)(=O)N1[C@@H](c2ccc(F)cc2)C(C(=O)O)=CC[C@H]1c1ccc(Cl)cc1	-0.6	0.6	0.3	-0.4	-1.5	0.2	-1.4	0.1	0.0	-0.2	-1.8

6 compounds already listed, ordered by their value in DAX1 inh-1, rising:
canonical_smiles	DAX1 inh-1
Cc1ccc(S(=O)(=O)/N=C2\C=C(NS(=O)(=O)c3ccc(C)cc3)C(=O)c3ccccc32)cc1	-1.1
Cc1ccc(C)c(N2CCN(S(=O)(=O)c3c(C)noc3/C=C/N(C)C)CC2)c1	-0.7
Cc1ccc(SCC(=O)NN=C2CCN(C)CC2)cc1	-0.5
NC(=O)C1CCCN(C(=O)CCCNC(=O)c2ccc(Cl)cc2)C1 (configuration not stated)	-0.4
O=S(=O)(c1ccc(NC(=S)NCc2ccncc2)cc1)N1CCCCC1	0.1
O=C(Nc1cccc(S(=O)(=O)NC2=NCCCCC2)c1)c1cccnc1Cl	0.8

(next part)
SMILES	hcDAF-12 act	GAA850 FXN act	ADAM10 inh	SMARCA2 act	ssDAF12 agonist	DAX1 inh-1	PG9 binder	hgDAF12 agonist	DAX1 inh-2	GC-A act	ADAM17 inh
C=CCN(C(=O)CCS(=O)(=O)c1cccc2nsnc12)c1ccccc1	1.6	0.0	11.8	-3.4	-0.7	-1.3	-2.0	0.9	0.3	-2.4	3.5
Clc1ccc(C2CC(c3cccs3)n3ncnc3N2)cc1Cl (configuration not stated)	3.4	7.5	-21.8	0.0	0.7	1.4	-0.4	2.6	0.3	-9.9	-3.8
CSc1cccc(NC(=O)C2CCCN(S(=O)(=O)c3cnc[nH]3)C2)c1 (configuration not stated)	-1.4	0.6	-6.4	0.5	-1.5	-0.3	-1.0	3.9	-0.6	-2.1	-0.1
O=C1CCC[C@@H]2Cc3nc4ccc(O)cc4cc3[C@@H]3CCN1[C@H]23	0.8	0.6	-2.4	1.4	-0.2	0.8	-0.8	-1.8	0.6	-2.7	-6.8
COc1cccc(OC)c1C(=O)NC(=S)NNC(=O)[C@H]1C[C@@H]1c1ccccc1	-1.2	0.0	6.4	0.9	1.7*	-0.3	-0.5	2.7	-0.5	-3.6	1.2
COc1cccc(NC(=O)CCN2C(=O)c3ccccc3S2(=O)=O)c1	-1.1	0.5	-3.1	-0.7	-1.6	-0.3	-0.2	0.1	-0.1	-4.5	-0.8
CC(C)(C)C1CCC(=O)N(CCC#N)CC1 (configuration not stated)	-0.1	-0.2	2.5	-0.7	-1.2	1.1	-1.3	1.2	0.2	2.6	5.8
COc1ccc(N2CCN(C(=O)CCNC(=O)Cn3ccc4ccccc4c3=O)CC2)cc1	-1.8	0.1	3.8	4.2	-1.6	0.7	-1.4	1.3	0.5	-2.6	-1.8
CCC(C)NCCOCCSc1ccc(Cl)cc1 (configuration not stated)	-0.6	3.2	9.1	1.9	-0.7	0.8	-0.3	1.1	-0.7	-1.6	0.8
Cn1nc(C(=O)Nc2cccc(S(N)(=O)=O)c2)c2ccccc2c1=O	-2.0	0.2	2.0	-2.9	-1.4	0.9	0.0	-0.1	-0.7	-4.8	-2.0
Cn1nc(C(=O)OCc2ccccc2F)c2ccccc2c1=O	-1.1	0.1	3.7	0.3	-1.8	-1.0	-1.5	-0.8	-1.4	-6.5	-4.0
NNC(=O)CNC(c1ccccc1)c1cc(Br)ccc1NC(=O)c1ccc(Br)cc1 (configuration not stated)	0.4	-0.8	9.2	-1.5	-1.1	-0.9	-2.5	1.8	0.1	-31.0	1.3
CCOc1cc(C(=O)N2CCN(c3ccccn3)CC2)cc(OCC)c1OCC	-0.5	2.2	5.4	-1.9	-0.7	0.7	-2.0	-2.5	-0.4	-0.3	-4.6
O=C(Nc1cccc(C(F)(F)F)c1)c1cc2ncc(Br)cn2n1	-0.7	0.2	7.9	2.0	-1.8	1.6	0.7	-0.6	0.0	2.0	1.6
CC1=NNC(=O)C1CCC(=O)N/N=C/c1ccc(C)cc1 (configuration not stated)	-1.0	nt	5.5	-1.9	0.1	nt	-1.0	0.2	0.3	3.0	2.6
O=C([C@H](Cc1ccccc1)N1C(=O)c2ccccc2C1=O)N1CCOCC1	-1.4	1.0	0.5	-1.5	-1.2	1.6	-0.4	-1.1	-0.4	-5.1	-1.2
CCOC(=O)C1=CCN(S(=O)(=O)c2ccccc2C)C1c1ccc(Br)cc1 (configuration not stated)	-1.7	nt	4.6	-4.1	-1.1	nt	2.5	2.4	0.3	-8.5	3.9
CCn1c(SC(C)C)nnc1C1CCN(S(=O)(=O)c2ccc(OC)cc2)CC1	-2.5	1.7	2.0	-1.1	-1.5	-0.4	-0.6	2.8	-1.0	-5.5	-2.9
O=C1C2C3c4ccccc4C(c4ccccc43)[C@@H]2C(=O)N1c1nc(-c2ccccc2)cs1 (some centres not stated)	-2.0	-1.7	0.2	0.5	-1.0	5.0*	-1.9	3.9	-0.5	-0.7	3.5
COCc1c(C(=O)N2CCN(Cc3ccc4c(c3)OCO4)CC2)oc2ccccc12	-1.1	1.7	-9.7	0.7	-1.6	-0.5	0.4	-2.6	-1.0	2.7	-3.6
Cc1cc(NC(=O)Nc2ccccc2Cl)no1	-0.9	1.8	2.7	1.0	-1.2	0.8	0.4	-0.7	0.0	3.5	-2.6
COc1ccc(NS(=O)(=O)c2csc(C(=O)N3CCCC3)c2)cc1	0.1	1.1	-6.5	-3.2	-0.8	-0.3	-1.6	-1.0	0.1	-0.1	-2.4

Laid out differently: results already given
Results follow in this order: hcDAF-12 act, GAA850 FXN act, ADAM10 inh, SMARCA2 act, ssDAF12 agonist, DAX1 inh-1, PG9 binder, hgDAF12 agonist, DAX1 inh-2, GC-A act, ADAM17 inh
Cc1cc(NC(=O)Nc2ccccc2Cl)no1
    -0.9, 1.8, 2.7, 1.0, -1.2, 0.8, 0.4, -0.7, 0.0, 3.5, -2.6
COc1ccc(NS(=O)(=O)c2csc(C(=O)N3CCCC3)c2)cc1
    0.1, 1.1, -6.5, -3.2, -0.8, -0.3, -1.6, -1.0, 0.1, -0.1, -2.4
